RTF Ca sens act – increases calcium sensitivity of human cardiac regulated thin filaments; P19429+P45379; IANBD-labeled TnC RTF fluorescence at EC20 calcium; 0% EC20 calcium, 100% full calcium; activation, % at 7.2 µM; 0.24% of 340,000 active;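 active means activation above the mean over all tested compounds plus 3 SD, cut at about 30% in these data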;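 further: rise in fluorescence read as greater calcium sensitivity of cardiac thin filaments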
OPRM1-OPRD1 inv – inverse agonists of human mu-delta opioid receptor heterodimerization; P35372+P41143; cell-based MOR-DOR heterodimer luminescence, inverse agonism; inhibition, % at 9.3 µM; 0.21% of 340,000 active; AID 504357; in the data active means inhibition above about 22%, passing the limit was not always enough;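 further: 0% = cells with DMSO and 100% = wells without cells with DMSO; values of inactives mirror those of a sister screen read the other way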
LANA DNA inh – blocks KSHV LANA C-terminal domain binding to DNA; 0.078% of 340,000 active; inhibition, % at 9 µM; AID 504423; MBP-C-LANA/FAM-LBS DNA binding, fluorescence polarization;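 active means highest replicate inhibition at or above 60% at 9 µM, even if other replicates fall short; inactive means all replicates below 60% inhibition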;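 further: 0% = neutral control wells and 100% = 4 µM acridine orange control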
Arr AP2 block – inhibitors of human beta-arrestin and AP2 interaction; FITC-arrestin peptide / GST-AP2 beads, flow cytometry; AP2 beta2 appendage carries R879A mutation; inhibition, % at 10 µM; 0.31% of 340,000 active; AID 504490;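 active means inhibition above a set limit, near 3 SD of compounds lacking own fluorescence, cut at about 54% in these data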;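 further: plate controls were DMSO wells for no effect and 5 µM unlabelled arrestin peptide for full effect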
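Material – GST-tagged AP2 beta2-adaptin appendage (R879A) on 4 µm glutathione beads · Probe or stimulus – fluorescein-tagged arrestin peptide at 50 nM final · Timing – 12 min plus 1 h, RT · Detection – bead flow cytometry, FITC channel · Read-out basis – inhibition as reduced fluorescein signal on beads, percent · Medium – PBS plus Tween 20 (0.05%) and BSA (0.1%)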
Wnt bcat act – activates Wnt/beta-catenin signaling in a reporter cell assay. activator, plate reader. activation, % at 9.35 µM. 1.2% of 300,000 active; in the data active means activation above about 30%, passing the limit was not always enough;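 further: 0% = neutral control wells and 100% = positive control wells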
OPRM1-OPRD1 ag – agonists of human mu-delta opioid receptor heterodimerization. AID 504326. activation, % at 9.3 µM. cells, OPRM1-OPRD1 heterodimerization, luminescence. 0.3% of 340,000 active; in the data active means activation above about 18%;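 further: 0% = vehicle-treated cells and 100% = reference agonist; values of inactives mirror those of a sister screen read the other way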
Pemphigus Ab inh – inhibitors of pemphigus antibody binding to human desmoglein-3; DSG3-coupled beads, scFv-anti-DSG3-GFP binding, flow cytometry; stronger effect = lower value; binding (percent of control), % at 10 µM; 0.48% of 310,000 active;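 active means binding more than 3 SD below its plate's average and above zero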;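 further: hits lower antibody fragment binding to DSG3; some compounds called inactive have numbers as strong as hits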
Target sequence (P32926 whole entry, looked up, the tested form may be a part): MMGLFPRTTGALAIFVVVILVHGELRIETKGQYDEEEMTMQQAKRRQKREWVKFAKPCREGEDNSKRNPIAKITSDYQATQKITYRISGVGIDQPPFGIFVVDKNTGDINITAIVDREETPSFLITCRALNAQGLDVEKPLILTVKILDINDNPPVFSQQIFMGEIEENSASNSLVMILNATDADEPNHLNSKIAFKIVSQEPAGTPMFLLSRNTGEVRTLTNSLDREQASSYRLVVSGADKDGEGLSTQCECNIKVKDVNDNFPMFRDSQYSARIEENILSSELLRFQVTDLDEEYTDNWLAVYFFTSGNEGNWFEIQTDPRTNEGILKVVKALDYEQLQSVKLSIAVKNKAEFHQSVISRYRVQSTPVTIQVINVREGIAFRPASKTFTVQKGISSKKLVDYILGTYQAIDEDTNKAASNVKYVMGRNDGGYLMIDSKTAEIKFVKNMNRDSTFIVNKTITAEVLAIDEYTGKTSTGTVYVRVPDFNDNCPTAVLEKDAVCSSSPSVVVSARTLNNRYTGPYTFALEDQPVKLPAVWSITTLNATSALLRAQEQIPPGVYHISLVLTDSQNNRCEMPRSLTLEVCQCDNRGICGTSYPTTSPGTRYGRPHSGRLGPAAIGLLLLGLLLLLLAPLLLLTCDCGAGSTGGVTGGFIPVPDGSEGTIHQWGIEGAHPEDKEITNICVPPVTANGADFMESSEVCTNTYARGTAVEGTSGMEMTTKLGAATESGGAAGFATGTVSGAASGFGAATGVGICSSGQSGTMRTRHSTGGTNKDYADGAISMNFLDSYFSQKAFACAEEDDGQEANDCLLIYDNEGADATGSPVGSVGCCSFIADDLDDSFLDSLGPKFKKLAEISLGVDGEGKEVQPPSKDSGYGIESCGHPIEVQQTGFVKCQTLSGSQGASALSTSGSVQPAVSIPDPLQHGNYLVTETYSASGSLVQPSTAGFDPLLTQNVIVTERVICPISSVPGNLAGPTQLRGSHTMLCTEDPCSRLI
RTF Ca sens inh – cardiac RTF calcium desensitization; inhibition, % at 7.15 µM; IANBD-labeled cardiac RTF, Ca2+ fluorescence; AID 493244; P19429+P45379; 0.12% of 340,000 active;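 active means inhibition above the mean inhibition of all tested compounds plus 3 SD, cut at about 17% in these data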;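 further: assay run at fixed EC70 calcium of 1.6 mM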
Keap1 Nrf2 FP – Keap1-Nrf2 (human) interaction inhibition; Q14145; 0.15% of 340,000 active; AID 504523; inhibition, % at 9.4 µM; Keap1 Kelch-Nrf2 peptide fluorescence polarization, 1536-well; in the data active means inhibition above about 12%;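 further: human Keap1 Kelch domain with fluorescein labeled Nrf2 9mer peptide probe; 0% = neutral control wells and 100% = peptide positive control; higher means more block of Keap1 binding to Nrf2 peptide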
V-ATPase pH – regulators of yeast V-ATPase proton transport | S. cerevisiae, pHLuorin cytosolic pH fluorescence | response, % at 10 µM | 0.37% of 350,000 active | AID 504577; in the data active means response mostly above about 7.3%, no sharp cut-off; inactive means mostly below about 5.4%; further: actives read high; inactives centre near 0; some compounds called inactive have numbers as strong as hits; reference of the scale not given here
An asterisk follows results filed as active; / = no result given.

SMILES	RTF Ca sens act	OPRM1-OPRD1 inv	LANA DNA inh	Arr AP2 block	Wnt bcat act	OPRM1-OPRD1 ag	Pemphigus Ab inh	RTF Ca sens inh	Keap1 Nrf2 FP	V-ATPase pH
C/C(=N\Nc1nc2ccccc2c(=O)n1O)c1ccco1	2	14	1.1	-3	20	-2.5	94	3	1	-1
Cc1ccc(C)c(N2CCN(S(=O)(=O)c3ccc4c(c3)CC(C)N4C(=O)C3CC3)CC2)c1 (centres undefined)	3	12	-3.0	-3	-3	-2.4	105	1	0	1
Cc1ccc(Cl)cc1NC(=O)c1ccc(Cn2cc(Cl)cn2)cc1	7	-3	-0.2	-1	-3	0.6	99	-10	-6	2
O=C(COc1ccc(Cl)cc1)NCCC1=CCCCC1	0	-19	0.2	-5	4	3.1	98	1	-4	-4
CC(C)CNC(=O)C(=O)NCC1CCCN1S(=O)(=O)c1cccs1 (centres undefined)	4	14	0.4	-5	2	-2.6	103	-6	3	6
O=C(CSc1nnc(NC(=O)CN2CCOCC2)s1)Nc1ccccc1	-8	17	-0.1	4	1	-4.0	107	1	-4	1
O=C(CN(C1CCCCC1)S(=O)(=O)c1ccccc1)NCC1CCCO1 (centres undefined)	-1	4	0.7	-3	11	-0.7	/	-2	6	-1
Cc1ccc(N2C(=O)N(CC(=O)Nc3cc(C)cc(C)c3)C(=O)C2C)cc1 (centres undefined)	0	-12	-1.3	8	0	2.3	97	1	1	0
COc1cc(OC)cc(C(=O)NNC(=O)CCc2nc3ccccc3c(=O)[nH]2)c1	3	-3	-1.1	2	-1	0.8	/	-11	-2	1
C[C@@H]1C(=O)OC[C@H]1NC(=O)OCc1ccccc1	1	21	0.3	29	0	-3.6	108	2	0	1
Cc1ccc(SCC(=O)OCC(=O)NCCCc2ccccc2)cc1	-1	-7	-1.3	-11	0	1.1	100	-34	0	-1
CC(C)C(NC(=O)c1cccs1)C(=O)NC1=NCCS1 (centres undefined)	5	12	1.1	1	3	-2.2	103	-3	0	-1
COC(=O)C1C2C=CC3(CN(CCc4ccccc4)C(=O)C13)O2 (centres undefined)	-3	10	2.4	-6	/	-1.9	/	-4	-7	-1
Cc1ccc(C(=O)NNC(=O)c2cc3cc4ccccc4nc3s2)cc1	-2	9	-1.4	1	/	-1.7	97	-3	-2	0
NC(=O)c1nn(-c2ccc(Oc3ccccc3)cc2)c(=O)cc1O	-1	1	-0.7	27	0	-0.3	103	0	3	3
CCCc1cc(=O)oc2cc(OCC(=O)NCCCN3CCOCC3)c(Cl)cc12	0	2	-0.9	13	0	-0.4	126	-3	1	0
COC(=O)c1ccc(NC(=O)C2CC(=O)N(c3ccc(C)cc3)C2)cc1 (centres undefined)	-11	10	0.0	12	/	-1.8	-25*	5	-5	0
COc1ccccc1CNS(=O)(=O)c1ccc(-n2cnnn2)c(C)c1	-2	2	-1.1	1	-2	-0.3	/	-5	-2	1
Clc1ccccc1SCc1nc2ccccc2[nH]1	1	8	-0.2	-4	27	-1.6	123	-3	-1	1
Cc1ccc(S(=O)(=O)NC(=O)NCc2ccc3c(c2)OCO3)cc1	-4	-4	-0.2	0	-4	0.8	/	-8	-1	2
CN(C(=O)/C=C/c1ccccc1)C1CCS(=O)(=O)C1 (centres undefined)	2	10	0.7	14	1	-1.9	116	-6	-1	1
CCCC(C)NCC(=O)Nc1ccccc1-c1ccccc1 (centres undefined)	-2	-6	-1.1	-6	/	1.2	100	-3	-8	-2
COc1ccc(Br)cc1CSC(=N)N	-5	-1	0.9	30	0	0.2	96	-3	1	0
O=c1[nH]ccc2c(O)cccc12	-6	10	2.3	-1	1	-1.8	88	16	3	-1
Cc1ccc(S(=O)(=O)N2CCN(C(=O)CSC3CCCC3)CC2)c(C)c1	13	0	-1.5	1	-10	0.0	103	0	1	1

The listing continues:
SMILES	RTF Ca sens act	OPRM1-OPRD1 inv	LANA DNA inh	Arr AP2 block	Wnt bcat act	OPRM1-OPRD1 ag	Pemphigus Ab inh	RTF Ca sens inh	Keap1 Nrf2 FP	V-ATPase pH
O=C(Nc1ccc(CN2CCOCC2)cc1)c1ccc(F)cc1	-2	18	1.7	4	12	-3.9	92	-8	-11	4
O=C(NCc1ccccc1)C(c1ccccc1)N(Cc1ccc2c(c1)OCO2)C(=O)Cc1cccs1 (centres undefined)	-2	2	-0.5	-5	/	-0.4	102	-6	2	-2
Cc1cc(S(=O)(=O)Nc2ccc(C(=O)NCC3(N4CCCCC4)CCCCC3)cc2)ccc1F	-1	14	0.6	-12	-1	-2.2	106	-6	3	5
COc1ccccc1NS(=O)(=O)c1ccc2c(c1)NC(=O)C(C)S2 (centres undefined)	-4	6	-0.2	-3	-2	-1.3	110	-8	0	4
O=C(C1=C[C@@H](c2ccc(Br)cc2)C[C@@H](OCc2ccc(CO)cc2)O1)N1CCN(Cc2ccc3c(c2)OCO3)CC1	17	-20	0.4	26	/	3.6	96	0	-2	8
Cc1nn(-c2ccc(Cl)c(Cl)c2)c(C)c1C(=O)O	7	11	-0.2	-11	0	-2.1	85	-10	-2	-2
O=c1cc(-c2ccc(Br)cc2)[nH][nH]1	-3	13	-0.1	3	-7	-2.5	99	-6	-1	6
O=C(O)c1csc(Cc2ccccc2)n1	-2	-5	0.9	-2	0	1.0	102	3	3	-2
O=c1[nH]c2ccccc2nc1Cc1ccccc1	8	2	-0.4	6	-2	-0.3	100	-9	-4	-2
COc1ccc(-c2cc(=O)oc3c(C)c(OCC(=O)Nc4cccnc4)ccc23)cc1	-1	13	0.8	47	-6	-2.6	/	1	0	-2
COc1ccc(C(C#N)c2ccc(Cl)nn2)cc1 (centres undefined)	/	/	-1.9	13	-2	/	107	/	-4	1
NC(=O)COc1ccc2cc(-c3ccccc3)c(=O)oc2c1	11	7	-1.3	-5	3	-1.3	101	-9	0	3
COC(=O)Cn1c(CN2CCN(c3ccc(F)cc3)CC2)nc2c1c(=O)n(C)c(=O)n2C	4	-11	-0.3	-8	/	1.9	100	-10	-1	-1
CCN(CCNC(=O)C1CCN(c2nnc(-n3cccc3)s2)CC1)c1ccccc1	4	14	1.1	5	-4	-2.7	108	-12	-5	3
COc1ccc(-c2cc(C3CCN(Cc4ccc([N+](=O)[O-])cc4)CC3)[nH]n2)cc1	/	/	-1.5	7	-1	/	104	/	5	-1
CCCN(CCC)C(=O)/C=C/c1cccc([N+](=O)[O-])c1	2	8	1.6	4	-3	-1.5	98	-7	2	-2
COC(=O)c1ccccc1NC(=O)Cn1cnc([N+](=O)[O-])c1	0	12	0.6	-4	-3	-2.5	113	-6	-2	0
NC(=O)COc1ncnc2scc(-c3ccc(F)cc3)c12	5	-3	0.8	-8	0	0.7	/	-10	-3	1
O=C(O)c1ccccc1C(=O)Nc1ccc(-n2nc(C(F)(F)F)cc2C(F)(F)F)cc1	/	/	/	2	7	/	109	/	/	-3
Fc1ccccc1CSc1nnnn1-c1ccc2c(c1)OCO2	2	-21	-1.6	-4	4	3.9	104	-3	-5	0
Cc1ccc(S(=O)(=O)N2CCC[C@H]2C(=O)Nc2ccccc2C)cc1	-3	16	1.4	-6	2	-3.1	90	0	-1	-3
COc1ccc(NC(=O)NCCN2CCN(c3ccc(C)cc3)CC2)c(Cl)c1	-9	-4	2.1	1	-1	0.8	113	2	-3	4
CCOC(=O)C1=NN(c2ccccc2C)C2=NC(C)=C(C(=O)OC)C(c3cccc(OC)c3)N12 (centres undefined)	-1	-20	-0.4	-5	6	3.8	123	-9	2	1
NS(=O)(=O)c1ccc(NC(=O)COc2ccc(C(=O)c3ccc(F)cc3)cc2)cc1	17	-8	1.9	12	-1	1.4	54*	-2	-5	4
COC(=O)c1c(Sc2ccccc2)c2ccccc2n1C	1	-10	1.2	4	-2	2.2	113	-8	-3	1

Later entries
SMILES	RTF Ca sens act	OPRM1-OPRD1 inv	LANA DNA inh	Arr AP2 block	Wnt bcat act	OPRM1-OPRD1 ag	Pemphigus Ab inh	RTF Ca sens inh	Keap1 Nrf2 FP	V-ATPase pH
COc1ccc(NS(=O)(=O)c2c(C)[nH]c(=O)[nH]c2=O)cc1OC	1	2	0.8	8	-1	-0.4	92	-13	-6	-2
COc1ccc(C)cc1NC(=O)C(CCS(C)(=O)=O)NC(C)=O (centres undefined)	9	7	-0.7	2	-3	-1.2	102	-6	-1	0
O=C(COc1cc2oc(=O)c3c(c2cc1Cl)CCC3)Nc1cccnc1	1	8	-0.1	-3	3	-1.5	77*	-2	0	1
Cc1ccccc1-c1nc2sc3c(c2c(=O)n1N)CCCC3	5	-1	0.4	5	12	0.2	104	3	0	-3
CCOC(=O)c1c(C)[nH]c(C)c1S(=O)(=O)NCCc1ccc(SC)cc1	3	3	-0.4	9	-2	-0.6	102	0	0	3
Cc1ccc(-n2c3c(c(=O)[nH]c2=O)C(C(F)(F)F)(C(F)(F)F)NC(=O)N3)cc1	0	6	-0.6	1	1	-1.1	116	-6	-2	-6
O=C(O)CCC(=NNC(=O)c1cccc(S(=O)(=O)N2CCCCC2)c1)c1ccccc1	3	3	0.6	20	2	-0.8	/	-2	2	0
O=C(CON=C1c2ccccc2-c2ccccc21)NC12CC3CC(CC(C3)C1)C2	8	-1	-1.2	-4	/	0.1	107	4	-6	1
NC(=O)C1CCN(c2ccc(S(=O)(=O)N3CCCCC3)cn2)CC1	-1	6	1.7	18	-2	-1.0	98	3	3	14
Cc1ccc(N(CC(O)CN2CCCCC2)S(=O)(=O)c2ccc(C)cc2)cc1 (centres undefined)	-6	13	1.5	-14	-2	-2.4	114	-3	0	1
CC(=O)c1cccc(N(C(=O)c2ccco2)C(C(=O)NC2CCCCC2)c2ccc(C)o2)c1 (centres undefined)	3	-1	-1.8	-12	-1	0.1	/	4	3	2

Reprinted at random: six compounds from above, in no set order.
SMILES	RTF Ca sens act	OPRM1-OPRD1 inv	LANA DNA inh	Arr AP2 block	Wnt bcat act	OPRM1-OPRD1 ag	Pemphigus Ab inh	RTF Ca sens inh	Keap1 Nrf2 FP	V-ATPase pH
CCOC(=O)c1c(C)[nH]c(C)c1S(=O)(=O)NCCc1ccc(SC)cc1	3	3	-0.4	9	-2	-0.6	102	0	0	3
Cc1ccc(N(CC(O)CN2CCCCC2)S(=O)(=O)c2ccc(C)cc2)cc1 (centres undefined)	-6	13	1.5	-14	-2	-2.4	114	-3	0	1
Cc1ccc(-n2c3c(c(=O)[nH]c2=O)C(C(F)(F)F)(C(F)(F)F)NC(=O)N3)cc1	0	6	-0.6	1	1	-1.1	116	-6	-2	-6
Cc1ccccc1-c1nc2sc3c(c2c(=O)n1N)CCCC3	5	-1	0.4	5	12	0.2	104	3	0	-3
COc1ccc(C)cc1NC(=O)C(CCS(C)(=O)=O)NC(C)=O (centres undefined)	9	7	-0.7	2	-3	-1.2	102	-6	-1	0
O=C(COc1cc2oc(=O)c3c(c2cc1Cl)CCC3)Nc1cccnc1	1	8	-0.1	-3	3	-1.5	77*	-2	0	1

Limited to Arr AP2 block, OPRM1-OPRD1 ag and Keap1 Nrf2 FP, for some of the entries so far:
SMILES | Arr AP2 block | OPRM1-OPRD1 ag | Keap1 Nrf2 FP
Cc1ccccc1-c1nc2sc3c(c2c(=O)n1N)CCCC3 | 5 | 0.2 | 0
COc1ccc(C)cc1NC(=O)C(CCS(C)(=O)=O)NC(C)=O (centres undefined) | 2 | -1.2 | -1

Screening results (PubChem BioAssay)
